IMPase inh: cell-permeable inhibitors of inositol monophosphatase (IMPase); inhibition (IP1 accumulation), % at 46.1 µM; CHO-M1 cells, IP1 accumulation, HTRF TR-FRET ratio; AID 901; P97697; 120,000 tested, under 10 active; active = well fitted curve in the direction sought with a large enough effect in the signal ratio, not every such curve was filed as active; inconclusive = small, poorly fitted or top-dose-only effect, or a change in a side signal; inactive = no such curve, though single readings can be large or run the other way; the % refers to the signal ratio;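 note: cells stimulated with carbachol in lithium chloride buffer; plate controls were DMSO basal wells for no effect and reference inhibitor wells for full effect; higher means more IMPase inhibition seen as more IP1 and lower FRET ratio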
Target sequence (P97697 whole entry, looked up): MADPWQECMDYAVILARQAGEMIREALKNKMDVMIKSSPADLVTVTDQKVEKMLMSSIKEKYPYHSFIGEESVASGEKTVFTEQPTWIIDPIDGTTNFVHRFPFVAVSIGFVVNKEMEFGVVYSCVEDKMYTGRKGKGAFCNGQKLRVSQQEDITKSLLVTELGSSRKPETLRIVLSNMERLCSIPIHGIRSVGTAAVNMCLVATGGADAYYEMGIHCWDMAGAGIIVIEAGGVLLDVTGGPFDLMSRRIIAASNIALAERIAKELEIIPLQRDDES
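CHO-M1 cells (CHO stably expressing M1 receptor), compound up to 46 uM final, stimulated with carbachol (50 uM as added) in buffer with 50mM LiCl, pH 7.4, 30 min at 37C. Cytosolic IP1 read by TR-FRET; AC50 from Hill fits.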
ALOX15B inhib: inhibitors of human 15-lipoxygenase 2 (ALOX15B) | purified 15hLO-2, xylenol orange hydroperoxide absorbance | O15296 | AID 881 | Potency, µM (titrated, usually from 57.1 µM), inactives show at the top dose activity change, negative = inhibition, most hits filed as inhibitors | 110,000 tested, 0.56% active; note: potency is the fitted concentration of half-maximal effect; nearly all actives have a fitted effect of over 60% in size; many of its hits are not listed in these tables
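Enzyme 50 nM, AA 45 uM, 25 mM Hepes pH 7.5 + 0.01% Triton X-100; cpd preinc 15 min RT, rxn 90 min RT; stop/detect with 200 uM XO + 300 uM Fe(II) in 50 mM H2SO4, 30 min; A573/A405.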
12-hLO inh: blocks human 12-lipoxygenase activity; 150,000 tested, 0.12% active; AID 1452; purified 12-hLO, xylenol orange hydroperoxide absorbance; Potency, µM (doses to about 57.1 µM), inactives show at the top dose activity change, negative = inhibition, hits mostly inhibitors; note: potency is the fitted concentration of half-maximal effect; nearly all actives have a fitted effect of over 55% in size; many of its hits are not listed in these tables
Target sequence (P18054 whole entry, looked up): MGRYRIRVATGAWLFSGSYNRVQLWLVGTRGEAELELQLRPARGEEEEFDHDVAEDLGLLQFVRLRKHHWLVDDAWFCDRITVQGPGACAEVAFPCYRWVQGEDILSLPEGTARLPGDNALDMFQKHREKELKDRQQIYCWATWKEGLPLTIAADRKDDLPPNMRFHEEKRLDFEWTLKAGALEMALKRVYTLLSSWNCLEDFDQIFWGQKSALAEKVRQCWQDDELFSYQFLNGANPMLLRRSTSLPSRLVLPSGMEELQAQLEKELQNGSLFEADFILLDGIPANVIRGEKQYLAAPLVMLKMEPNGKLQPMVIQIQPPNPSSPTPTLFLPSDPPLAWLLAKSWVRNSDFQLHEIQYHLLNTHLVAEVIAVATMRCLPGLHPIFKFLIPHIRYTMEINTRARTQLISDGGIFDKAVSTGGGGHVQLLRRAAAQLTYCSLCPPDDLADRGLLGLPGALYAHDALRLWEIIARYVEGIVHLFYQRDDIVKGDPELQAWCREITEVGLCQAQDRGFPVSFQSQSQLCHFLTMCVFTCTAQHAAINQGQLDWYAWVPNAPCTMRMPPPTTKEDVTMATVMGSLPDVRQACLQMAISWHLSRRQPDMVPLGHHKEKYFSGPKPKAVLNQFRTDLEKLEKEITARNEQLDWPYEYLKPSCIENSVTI
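Lipoxygenase turnover measured by absorbance at 573 and 405 nm after Fe-XO development. Human 12hLO 150 nM, arachidonate 40 uM, pH 7.0 Hepes buffer with detergent; 15 min compound preincubation, 30 min reaction.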
PNC assembly inh: blocks assembly of the perinucleolar compartment; PC3M PTB-GFP, PNC prevalence imaging, 16 h; active compounds read low; activity change (PNC), negative = inhibition, % at 10 µM; 140,000 tested, 3.1% active;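 active = readout at or below -70, meaning at least 70% loss of cells showing the perinucleolar compartment, a nuclear body marking cancer cells; inconclusive = readout between -30 and a set limit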;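 note: plate controls were DMSO wells for no effect and camptothecin positive control wells for full effect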
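PC3M cells stably expressing PTB-GFP, 750–1000 cells/well, treated 16 h at 37 °C with compound (23 nl of library stock), in duplicate. After paraformaldehyde fixation and Hoechst stain, imaged at 20x; PNC prevalence scored by image analysis.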
Starred values were filed as active, the others as inactive; [ ] = remark or other dose. Unless noted, calls come from the whole dose curve; as a rule, active = well fitted curve in the direction sought with a large enough effect; inconclusive = small, poorly fitted or top-dose-only effect, or another doubt; inactive = no such curve, though single readings can be large; an effect the other way counts as inactive or inconclusive. Unless noted, % is set by controls: 0 for no effect and ±100 for the full control effect. An excerpt, so the mix of outcomes need not match the whole.

For O=C1C=C(Nc2cccc(O)c2)CC(c2ccco2)C1 (configuration not stated) the results were IMPase inh -0.1, 12-hLO inh 2.1% and PNC assembly inh 24.4.
For CNC(=O)[C@@H]1O[C@@H](n2cnc3c(NCc4cccc(I)c4)ncnc32)[C@H](O)[C@@H]1O the results were IMPase inh 1.4, ALOX15B inhib 3.8% and 12-hLO inh -2.1%.
`Cn1c2ccccc2c2cc(C(=O)NNS(=O)(=O)c3ccc(F)cc3)sc21` gave IMPase inh -8.3[1.84 µM], ALOX15B inhib -5.2%[11.4 µM], 12-hLO inh -0.2% and PNC assembly inh -87.8*.
`Cc1nnc(NC2=NCCC2)s1` gave IMPase inh -4.3, ALOX15B inhib -3.0%, 12-hLO inh -0.2% and PNC assembly inh 23.1.
CCOc1ccc(C2C(C(=O)c3ccco3)=C(O)C(=O)N2CCN(C)C)cc1 (configuration not stated) was read as IMPase inh 2.3, ALOX15B inhib -2.9%, 12-hLO inh -6.7% and PNC assembly inh -28.5.
COC(=O)c1[nH]c(C)c(/C(O)=C2\C(=O)C(=O)N(CCN(C)C)C2c2cccc(OC)c2OC)c1C (configuration not stated) was read as IMPase inh -2.0, 12-hLO inh 4.0% and PNC assembly inh inconclusive.
For CCOC(=O)C1C(=O)CC(C)(O)C(C(=O)OCC)C1c1ccco1 (configuration not stated) the results were IMPase inh -7.3, ALOX15B inhib -1.4%, 12-hLO inh -0.2% and PNC assembly inh -7.0.
CCCn1cnc2sc(CC)cc2c1=O was read as 12-hLO inh -4.8% and PNC assembly inh 8.0.
C(=N\c1nc2ccccc2[nH]1)/c1cccs1 was read as IMPase inh -2.9, ALOX15B inhib -14.2%, 12-hLO inh 2.4% and PNC assembly inh inconclusive.
COc1ccc(-c2nn(CC(=O)Nc3ccc(Cl)c(Cl)c3)c(=O)c3ccccc23)cc1 was read as IMPase inh 4.0, ALOX15B inhib -8.8%, 12-hLO inh 2.3% and PNC assembly inh 0.4.
`COc1ccc(C2CC(c3ccc(C)o3)=NN2C(C)=O)cc1` (configuration not stated) gave 12-hLO inh 4.5% and PNC assembly inh inconclusive.
Cc1cccc(CCNC(=O)CN(C)S(=O)(=O)c2cnc[nH]2)c1 was read as 12-hLO inh -2.6% and PNC assembly inh -8.3.
CCc1ccccc1N1C[C@@]23C=C[C@@H](O2)C(C(=O)OCC(C)C)[C@H]3C1=O (some centres not stated) was read as IMPase inh 9.0, ALOX15B inhib 1.1%, 12-hLO inh 1.5% and PNC assembly inh 22.6.
For Cc1c(N=C/C=C/c2ccccc2)c(=O)n(-c2ccccc2)n1C the results were IMPase inh 30.9[activator], ALOX15B inhib -2.1%, 12-hLO inh 0.9% and PNC assembly inh inconclusive.
For CC(=O)NS(=O)(=O)c1ccc(NC(=S)NC(=O)C(C)(C)C)cc1 the results were IMPase inh 2.0, ALOX15B inhib -8.0%, 12-hLO inh 0.9% and PNC assembly inh 64.1.
`CCCS(=O)(=O)N1CCN(C(=O)c2ccco2)CC1` gave IMPase inh 16.4, ALOX15B inhib 2.6%, 12-hLO inh 3.0% and PNC assembly inh -19.1.
`Cc1nc2sc(C(c3cccs3)N3CC(C)CC(C)C3)c(O)n2n1` (configuration not stated) gave IMPase inh 2.4, 12-hLO inh -5.6% and PNC assembly inh -11.5.
Screening O=C(CSc1nc(-c2ccccc2)cs1)NC(=O)NCc1ccco1 returned IMPase inh 14.6, 12-hLO inh -4.4% and PNC assembly inh -21.7.
CN(C)c1ncc2nc(CCc3ccccc3)c(=O)n(-c3ccccc3)c2n1 was read as ALOX15B inhib -0.9% and 12-hLO inh 0.0%.
For CCn1cc(C(=O)Nc2cccc(NC(C)=O)c2)c2cc(OC)c(OC)cc2c1=O the results were IMPase inh inconclusive, ALOX15B inhib -2.4%, 12-hLO inh -3.5% and PNC assembly inh inconclusive.
For Cc1cccc(Oc2cc(NC(=O)Cn3cnc([N+](=O)[O-])n3)cc([N+](=O)[O-])c2)c1 the results were 12-hLO inh -25.1% and PNC assembly inh inconclusive.
CC(CN(C)C)CN1c2ccccc2CCc2ccccc21 (configuration not stated) was read as ALOX15B inhib 40.9%[activator] and 12-hLO inh 4.7%.
`O=C(CCN1C(=O)c2ccncc2C1=O)NCc1ccc(Cl)cc1` gave IMPase inh 6.4, 12-hLO inh 3.5% and PNC assembly inh -5.7.
`CC1CCC(NC(=O)c2ccc(CS(=O)(=O)Cc3ccccc3F)o2)CC1` (configuration not stated) gave IMPase inh -1.8, 12-hLO inh -0.1% and PNC assembly inh 43.1.
Screening COc1ccccc1-c1nc2ccccc2nc1-c1ccccc1OC returned 12-hLO inh 4.3% and PNC assembly inh -12.2.
Screening CN1CCN(C(=O)c2ccc3c(c2)N(Cc2ccc(Cl)cc2)C(=O)c2ccccc2S3=O)CC1 (configuration not stated) returned IMPase inh 14.2, 12-hLO inh -4.3% and PNC assembly inh -12.7.
Screening CCC(=O)c1ccc(O)c(CC=C(C)C)c1 returned IMPase inh 7.4, ALOX15B inhib -1.1%, 12-hLO inh -5.7% and PNC assembly inh 11.9.
`CCOc1ccccc1C1C(C#N)=C(N)Oc2n[nH]c(CC)c21` (configuration not stated) gave IMPase inh 1.9, ALOX15B inhib 0.4%, 12-hLO inh -10.5% and PNC assembly inh -15.2.
`O=C(CSc1nc2ccccc2s1)NCc1ccc2c(c1)OCO2` gave 12-hLO inh -1.8% and PNC assembly inh 7.3.
Cc1ccsc1C=Nc1ccc(O)cc1 was read as IMPase inh 13.9, ALOX15B inhib -22.7%, 12-hLO inh -13.7% and PNC assembly inh -6.4.
`O=C(c1ccc(C#CC2(O)CCCCC2)cc1)N1CCN(Cc2ccccc2)CC1` gave IMPase inh inconclusive, ALOX15B inhib 5.6%, 12-hLO inh -0.9% and PNC assembly inh -27.9.
For Cc1c(NC(=O)c2ccccc2NS(=O)(=O)c2ccc(Br)cc2)c(=O)n(-c2ccccc2)n1C the results were IMPase inh 3.3, ALOX15B inhib -18.3%, 12-hLO inh -5.7% and PNC assembly inh inconclusive.
Screening Cc1cc(NC(=O)C2CCCN2C(=O)Nc2c(C)cccc2C)ccc1-n1cnnn1 (configuration not stated) returned IMPase inh -0.6, 12-hLO inh -2.6% and PNC assembly inh 33.5.
Screening COc1ccc(C(=O)N2CCC3(CCN(Cc4ccncc4)CC3)CC2)cc1 returned ALOX15B inhib 4.3% and 12-hLO inh -1.1%.
For CCCC1CCC(=C(C#N)C(N)=O)CC1 (configuration not stated) the results were 12-hLO inh -2.7% and PNC assembly inh 52.3.
`Cc1ccc(NCc2cccnc2)c(Br)c1` gave 12-hLO inh 1.2% and PNC assembly inh 33.9.
OC(CN1CCN(c2ccccn2)CC1)Cn1c2ccccc2c2ccccc21 (configuration not stated) was read as IMPase inh 7.5, ALOX15B inhib 49.8%[activator], 12-hLO inh -13.3% and PNC assembly inh -14.2.
For CCOC(=O)c1cc2c(C)n(-c3ccc(C)cc3)c(C)c2ccc1=O the results were IMPase inh 0.9, ALOX15B inhib inconclusive, 12-hLO inh -18.3% and PNC assembly inh inconclusive.
For Cc1ccccc1-c1nc(CN2CCC(C(=O)NCCC3=CCCCC3)CC2)c(C)o1 the results were IMPase inh 2.0, ALOX15B inhib 51.5%[activator], 12-hLO inh 1.6% and PNC assembly inh -25.4.
`O=C(CC(=O)N1CCN(c2ccccn2)CC1)Nc1ccc2nc3n(c(=O)c2c1)CCCCC3` gave IMPase inh 4.8, ALOX15B inhib -1.0%, 12-hLO inh -1.7% and PNC assembly inh -16.9.
For COc1ccc(CCNC(=O)C2CCN(Cc3nc(-c4cccc(Cl)c4)oc3C)CC2)cc1OC the results were IMPase inh -2.6, ALOX15B inhib 48.1%[activator], 12-hLO inh -2.4% and PNC assembly inh -83.4*.
For CCOc1ccc(C2CC(c3cccc(OC)c3)Nc3ncnn32)cc1 (configuration not stated) the results were IMPase inh -1.4, ALOX15B inhib 32.1%[activator], 12-hLO inh 5.7% and PNC assembly inh 2.7.
For COC(=O)CNC(=O)C1CCN(c2nc(C)cc(C)n2)CC1 the results were IMPase inh 1.8, ALOX15B inhib 4.1%, 12-hLO inh -5.6% and PNC assembly inh 24.7.
Screening O=C(O)C1C2C=CC3(O2)C1C(=O)N1c2ccccc2C2OCCC2C13 (configuration not stated) returned IMPase inh -4.4, ALOX15B inhib -0.5%, 12-hLO inh 0.5% and PNC assembly inh inconclusive.
For CCOc1ccc(NC2=NCCC(=O)N2Cc2cccs2)cc1 the results were IMPase inh -3.2, ALOX15B inhib -9.0%, 12-hLO inh -1.1% and PNC assembly inh inconclusive.
Screening CCOc1ccc(Cc2nc(N)nc(N)n2)cc1 returned IMPase inh -8.2, 12-hLO inh -0.6% and PNC assembly inh -100.0*.
COc1ccc(Oc2cn[nH]c2-c2ccc(O)cc2O)cc1 was read as IMPase inh 7.5, ALOX15B inhib -4.7%, 12-hLO inh inconclusive and PNC assembly inh -8.0.
Screening NC(=O)c1ccc(NC(=O)COC(=O)c2c3c(nc4ccccc24)/C(=C\c2cccs2)CCC3)cc1 returned 12-hLO inh -2.3% and PNC assembly inh 27.6.
For COc1ccc(C(=O)ON=C2c3ccccc3-c3ccccc32)cc1OC the results were 12-hLO inh -0.3% and PNC assembly inh 3.0.
For O=C(c1cc([N+](=O)[O-])cc([N+](=O)[O-])c1)N1CCOCC1 the results were IMPase inh 3.1, 12-hLO inh 3.9% and PNC assembly inh -8.2.
CCOC(=O)N/N=C\c1sccc1C was read as 12-hLO inh -5.3% and PNC assembly inh 63.6.
CC(C)NC(=O)N1CC2(CCN(C(=O)c3cccn3C)CC2)C1 was read as ALOX15B inhib -3.7% and 12-hLO inh -3.4%.
For COc1cc(C(=S)N2CCCC2)cc(OC)c1OS(=O)(=O)c1ccc(NC(C)=O)cc1 the results were 12-hLO inh -1.2% and PNC assembly inh 1.9.
O=C(O)c1cc(NCc2ccc3c(c2)OCO3)ccc1N1CCOCC1 was read as IMPase inh -5.9, ALOX15B inhib -7.1%, 12-hLO inh -2.7% and PNC assembly inh 10.3.
Screening Oc1ccc(Cl)cc1C=NCCc1ccccc1 returned 12-hLO inh -1.2% and PNC assembly inh -1.6.
Screening COc1ccc(CCNC(=O)CSc2nc3cc(Cl)ccc3o2)cc1OC returned IMPase inh inconclusive, ALOX15B inhib -7.9%, 12-hLO inh 3.9% and PNC assembly inh inconclusive.
For CC(=O)c1ccc(NC(=O)C2CC(c3ccc(F)cc3)=NO2)cc1 (configuration not stated) the results were IMPase inh 6.9, ALOX15B inhib -5.9%, 12-hLO inh -5.4% and PNC assembly inh -6.8.
Screening CCOC(=O)CSc1nnc(CSc2nc3sc4c(c3c(=O)[nH]2)CCCC4)n1-c1ccccc1 returned IMPase inh 3.2, ALOX15B inhib inconclusive, 12-hLO inh 6.5% and PNC assembly inh 66.8.

Arranged by count of non-hydrogen atoms (high to low): part of the list above.
Screening CCOC(=O)CSc1nnc(CSc2nc3sc4c(c3c(=O)[nH]2)CCCC4)n1-c1ccccc1 returned IMPase inh 3.2, ALOX15B inhib inconclusive, 12-hLO inh 6.5% and PNC assembly inh 66.8.
O=C(O)c1cc(NCc2ccc3c(c2)OCO3)ccc1N1CCOCC1 was read as IMPase inh -5.9, ALOX15B inhib -7.1%, 12-hLO inh -2.7% and PNC assembly inh 10.3.
For CC(=O)c1ccc(NC(=O)C2CC(c3ccc(F)cc3)=NO2)cc1 (configuration not stated) the results were IMPase inh 6.9, ALOX15B inhib -5.9%, 12-hLO inh -5.4% and PNC assembly inh -6.8.

Among those listed so far, these contain a cyano group.
`CCOc1ccccc1C1C(C#N)=C(N)Oc2n[nH]c(CC)c21` (configuration not stated) gave IMPase inh 1.9, ALOX15B inhib 0.4%, 12-hLO inh -10.5% and PNC assembly inh -15.2.
For CCCC1CCC(=C(C#N)C(N)=O)CC1 (configuration not stated) the results were 12-hLO inh -2.7% and PNC assembly inh 52.3.
